# pPAFAH inh = pPAFAH (human) enzyme inhibition. Q13093. recombinant pPAFAH, FP-rhodamine probe fluorescence polarization. inhibition, % at 3.39 µM. hit rate 1.5% among 330,000;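 active = inhibition above the mean inhibition across the screen plus 3 SD, cut at about 25% in these data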;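 also: inhibitors block binding of the rhodamine activity-based probe so polarization drops; 0% = enzyme with DMSO and 100% = wells lacking pPAFAH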
# Target sequence (Q13093 whole entry, looked up): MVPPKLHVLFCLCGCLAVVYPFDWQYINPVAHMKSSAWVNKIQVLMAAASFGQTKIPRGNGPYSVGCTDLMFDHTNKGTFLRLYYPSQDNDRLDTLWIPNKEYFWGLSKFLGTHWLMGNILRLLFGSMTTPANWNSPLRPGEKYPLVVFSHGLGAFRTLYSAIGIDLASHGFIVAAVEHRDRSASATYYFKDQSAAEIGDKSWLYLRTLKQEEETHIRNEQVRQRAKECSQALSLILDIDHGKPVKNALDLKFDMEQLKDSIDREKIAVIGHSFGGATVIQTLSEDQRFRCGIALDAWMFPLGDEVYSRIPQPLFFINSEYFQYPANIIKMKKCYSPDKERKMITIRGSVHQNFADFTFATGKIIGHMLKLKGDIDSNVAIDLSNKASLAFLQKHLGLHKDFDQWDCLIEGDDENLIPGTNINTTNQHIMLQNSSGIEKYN
# PAFAH1B3 FP inh = inhibitors of human PAFAH1B3 | inhibition, % at 3.39 µM | recombinant PAFAH1B3, FP-rhodamine probe, fluorescence polarization | Q15102 | hit rate 0.28% among 340,000;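 active = inhibition above the screen-wide average of all tested compounds plus 3 SD, cut at about 25% in these data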;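 also: 0% = enzyme with DMSO only and 100% = wells lacking PAFAH1B3 protein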
# Target sequence (Q15102 whole entry, looked up): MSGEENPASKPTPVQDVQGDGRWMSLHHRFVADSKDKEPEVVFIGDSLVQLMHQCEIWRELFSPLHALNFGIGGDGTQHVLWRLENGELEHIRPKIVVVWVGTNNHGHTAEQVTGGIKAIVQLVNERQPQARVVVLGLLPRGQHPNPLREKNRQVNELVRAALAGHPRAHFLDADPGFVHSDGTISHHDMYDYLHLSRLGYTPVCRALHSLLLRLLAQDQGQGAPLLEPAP
# EBNA-1 inh = blocks EBNA-1 binding to DNA; inhibition, % at 14.8 µM; EBNA-1 DNA binding, fluorescence polarization; AID 1950; hit rate 0.34% among 300,000; in the data active = inhibition above about 28%
# PAFAH1B2 FP inh = inhibitors of human PAFAH1B2; P68402; recombinant PAFAH1B2, FP-rhodamine activity probe, fluorescence polarization; inhibition, % at 3.39 µM; hit rate 1.2% among 340,000;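 active = inhibition above the mean of all tested compounds plus 3 SD, cut at about 24% in these data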;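 also: 0% = enzyme with DMSO and 100% = wells lacking PAFAH1B2; many of its hits are not listed in these tables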
# LYPLA1 inh = counter-screen for PME1 inhibitors: inhibitors of human LYPLA1. O75608. recombinant LYPLA1, FP-Rh probe fluorescence polarization. inhibition, % at 5.9 µM. hit rate 0.16% among 320,000. AID 2174;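 active = inhibition above the mean of all tested compounds plus 3 SD, set per campaign, cut at about 14% in these data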;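 also: inhibitors block serine hydrolase probe labeling of LYPLA1 so polarization falls; 0% = enzyme with DMSO and 100% = wells lacking LYPLA1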
# Target sequence (O75608 whole entry, looked up): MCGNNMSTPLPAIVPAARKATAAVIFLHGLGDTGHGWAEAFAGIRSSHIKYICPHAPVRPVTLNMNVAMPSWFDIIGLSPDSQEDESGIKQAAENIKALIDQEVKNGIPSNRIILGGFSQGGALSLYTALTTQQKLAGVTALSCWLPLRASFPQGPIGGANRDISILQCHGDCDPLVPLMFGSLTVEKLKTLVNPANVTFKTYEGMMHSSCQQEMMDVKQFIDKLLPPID
# LYPLA2 inh = blocks human lysophospholipase 2, a PME1 counter-screen. recombinant LYPLA2, FP-Rh probe fluorescence polarization. hit rate 0.38% among 320,000. inhibition, % at 5.9 µM. O95372;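 active = inhibition above the screen-wide mean plus 3 SD, limit set per campaign, cut at about 26% in these data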;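 also: 0% = LYPLA2 with DMSO and 100% = wells lacking LYPLA2 enzyme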
# ZTA counter = ZTA (EBV) inhibition in EBNA-1 counter-screen; P03206; ZTA-DNA binding, fluorescence polarization; inhibition, % at 11 µM; hit rate 0.15% among 320,000; in the data active = inhibition above about 33%
# PREPL inh = inhibitors of human prolyl oligopeptidase-like enzyme PREPL. recombinant PREPL, fluorescence polarization activity-based probe. inhibition, % at 5.96 µM. hit rate 0.68% among 320,000. AID 2751; in the data active = inhibition above about 43%;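 also: 0% = enzyme with DMSO and 100% = wells lacking enzyme; many of its hits are not listed in these tables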
# PAFAH2 inh = PAFAH2 (human) inhibition; recombinant PAFAH2, FP-rhodamine activity probe, fluorescence polarization; inhibition, % at 3.39 µM; hit rate 0.99% among 340,000; Q99487; AID 492956;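 active = inhibition above the mean over all tested compounds plus 3 SD, cut at about 30% in these data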;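 also: inhibitors block probe labeling of enzyme so polarization drops; 0% = enzyme with DMSO and 100% = wells lacking PAFAH2 protein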
# * = called active by the depositor; nt = no result given.
SMILES,pPAFAH inh,PAFAH1B3 FP inh,EBNA-1 inh,PAFAH1B2 FP inh,LYPLA1 inh,LYPLA2 inh,ZTA counter,PREPL inh,PAFAH2 inh
COc1cc(/C=C/C(=O)OCC(=O)NCc2ccccc2OC)ccc1O,8.8,14.7,-2.5,11.1,-0.4,-6.9,10.4,-7.2,49.7*
Cn1nc([N+](=O)[O-])nc1Oc1ccccc1C(=O)N1CCOCC1,-2.6,1.9,-1.8,3.7,1.5,0.5,8.5,-7.3,3.1
CC(=O)N(C(C)=O)c1nc2nc(C)cc(C)n2n1,6.7,2.6,-1.4,-2.7,-2.6,-3.6,-0.6,-7.7,-6.1
CCOc1ccc(OCCC(=O)N(CC)CC(=O)NCc2ccc(Cl)cc2)cc1,5.5,0.0,-5.8,1.0,-1.1,-1.4,-5.7,4.7,3.0
CC(=O)Nc1ccc(S(=O)(=O)Nc2cc(-c3ccccc3)nn2C)cc1,2.2,nt,-5.7,nt,-0.8,1.9,-4.3,0.7,nt
COc1cccc(C(=O)N/N=C/c2ccc(OC3CSC3)cc2)c1,-1.3,-5.5,0.4,-2.7,2.3,2.1,-18.3,-4.5,-7.6
COC(=O)C1(NC(=O)NC23CC4CC(CC(C4)C2)C3)CCCCC1,2.9,4.9,0.8,3.5,-1.4,0.5,14.8,-3.3,4.2
Cn1[nH]c(C(F)(F)F)c(C=NCc2ccc(Cl)cc2)c1=O,4.4,6.6,0.9,9.1,1.5,4.2,-13.0,-0.2,0.3
CC1CCCN(c2ccc(C(=O)Nc3ccc4c(c3)OCO4)cc2[N+](=O)[O-])C1 (stereo unspecified),7.3,5.7,-7.0,9.9,-0.2,0.8,-9.4,14.0,-7.2
CCOC(=O)Cc1csc(NC(=O)CSc2nc(=O)[nH]c3c2CCCC3)n1,-0.1,3.2,3.1,1.6,3.2,-1.7,-3.6,-15.3,1.5
Cc1nc2c3ccccc3nc(NNC(=O)CCC(=O)N3CCN(c4ccc(F)cc4)CC3)n2n1,0.7,0.5,1.2,0.4,0.8,1.7,-7.7,-8.2,4.0
COc1ccc(C(=O)N2CC=C(c3ccccc3)CC2)cc1S(=O)(=O)N1CCOCC1,2.1,1.9,3.3,6.4,-0.1,0.0,-6.0,20.0,1.6
CC1=CN2C(=N)/C(=C/c3ccc(Sc4ccc(C)cc4)o3)C(=O)N=C2S1,11.5,4.0,4.4,22.0,-13.6,-7.2,19.2,15.8,-3.7
CCc1cc2c(-c3ccccc3)cc(=O)oc2cc1OC(=O)c1cccs1,-0.7,5.2,4.5,-1.3,1.2,5.5,-17.3,-0.7,-6.5
O=C(Nc1cccc(NC(=O)c2ccco2)c1)c1ccc2c(c1)OCO2,-0.9,5.8,11.3,1.4,-1.4,1.9,7.1,-2.7,1.2
Cc1noc(C)c1C(=O)Nc1sc(C)c(-c2ccccc2)c1C#N,2.6,2.0,-1.9,9.0,-0.4,-0.2,6.5,7.3,-2.8
CCc1nnc(NS(=O)(=O)c2ccc(NC(=O)c3ccco3)cc2)s1,0.5,5.8,3.8,0.6,-1.7,1.3,2.1,-5.6,-6.6
O=C(CN1C(=O)NC2(CCCCCC2)C1=O)NCCc1ccccc1,0.7,4.3,nt,5.5,-0.6,5.3,7.4,2.0,-2.7
CCC(C)NS(=O)(=O)c1ccc(NC(=O)C2CCN(C(=O)c3ccco3)CC2)cc1 (stereo unspecified),4.1,7.5,-2.2,3.0,-0.1,0.0,-10.6,-1.7,8.1
C/C(=N\NC(=S)Nc1cc(S(=O)(=O)N2CCOCC2)ccc1Cl)c1ccc(N2CCOCC2)cc1,0.9,7.9,-7.6,-2.4,0.2,1.6,1.7,31.9,14.2
Cc1c(C(=O)NCCc2ccccc2)oc2ccccc12,4.1,7.5,1.1,3.6,6.6,9.7,-4.0,-7.1,7.6
Cc1cccc(CCNCc2c(C(=O)O)c(C)n(-c3ccccc3)c2C)c1,11.3,9.7,-11.1,0.3,-1.0,0.5,0.7,15.3,5.4
Cc1nn(CC(=O)Nc2ccc3c(c2)nc(CCN2CCCCC2)n3C)c(=O)c2ccccc12,0.1,5.0,2.9,-3.4,2.1,3.0,-0.7,11.3,0.5
Cc1cc(C)c(CN2CCN(C(=O)Cn3ccc(NC(=O)OCc4ccccc4)nc3=O)CC2)c(C)c1,8.1,4.3,nt,0.6,-2.0,-2.6,-14.3,-28.3,-0.6
Cc1cccc2c(N=Nc3ccc(S(=O)(=O)Nc4cccc(Cl)c4)cc3[N+](=O)[O-])c(O)[nH]c12,28.4*,20.7,-9.5,26.1*,-26.1,-21.8,-2.4,23.1,7.8
CCN(CC)S(=O)(=O)c1ccc(C)c(NC(=O)COC(=O)C=C(C)C)c1,7.4,2.0,-0.5,2.2,-0.1,-0.5,-0.8,-1.2,33.0*
COc1cccc(/C=C2\CCC(C3CCCC3)C2=O)c1 (stereo unspecified),8.6,-1.0,2.7,3.0,-0.6,6.5,-4.8,-0.2,7.3
C=CCNc1nnc(Cc2ccc(F)cc2)c(=O)[nH]1,-0.2,0.6,-4.7,-0.1,0.1,0.7,1.7,4.0,-6.3
CN(CC(=O)N1CCc2ccccc21)S(=O)(=O)c1ccc(Br)s1,-1.2,4.5,-11.7,6.1,-2.9,-9.5,8.0,-12.7,-5.7
CS(=O)(=O)N1c2ccccc2[C@@]2(Br)C[C@H]3C(=O)N[C@@H](Cc4ccccc4)C(=O)N3[C@@H]12,5.5,9.1,-0.3,1.8,1.5,6.4,-29.2,-2.9,-3.4
C=CCNC(=O)c1cc(Cl)ccn1,2.1,-4.9,4.9,-4.0,-2.2,-2.9,-11.3,-0.8,-4.9
Cc1nnc(NC(=O)C(C)Sc2nnc(CNC(=O)c3ccccc3F)n2C)s1 (stereo unspecified),-3.3,3.0,-8.9,6.0,1.0,0.6,9.5,14.0,-10.3
O=C(CSc1nnc(-c2ccncc2)n1-c1ccccc1)NC1CC1,-1.6,5.6,2.4,0.3,4.4,3.9,-6.6,-3.8,1.9
CC(C)CNC(=O)c1coc(=O)c(Br)c1,-5.0,6.2,-5.9,4.4,-4.0,-4.5,-12.0,5.4,-1.1
COc1cc(C2C(C#N)=C(N)Oc3cc(C)oc(=O)c32)cc2c1OCO2 (stereo unspecified),7.4,4.9,0.3,1.2,-8.6,-1.7,4.2,-1.4,0.9
Cc1ccc2nc3c(nc2c1C)C(O)=C3O,9.0,8.6,0.5,4.5,-2.3,0.7,-0.3,3.3,1.9
COc1ccc(N2CCN(C(CNC(=O)C(C)C)c3ccc4c(c3)OCO4)CC2)cc1 (stereo unspecified),4.0,2.7,5.2,-1.2,2.0,4.7,1.0,15.2,-0.6
CCOC(=O)C1CCCN(S(=O)(=O)CCNC(=O)c2cccc(OC)c2)C1 (stereo unspecified),0.2,1.4,6.4,3.7,-0.5,1.3,-3.3,-0.7,2.3
Oc1cccc(C=NCc2ccccc2)c1,-0.5,7.0,-6.5,-3.2,0.3,2.0,-8.9,9.4,-4.3
CN(C)c1ccc(N=Cc2nc(-c3ccccc3)oc2O)cc1,6.3,10.6,3.4,13.8,2.8,12.0,4.2,17.8,22.3

# Record cards, from the list above. Order of values: pPAFAH inh	PAFAH1B3 FP inh	EBNA-1 inh	PAFAH1B2 FP inh	LYPLA1 inh	LYPLA2 inh	ZTA counter	PREPL inh	PAFAH2 inh
# CCOC(=O)C1CCCN(S(=O)(=O)CCNC(=O)c2cccc(OC)c2)C1 (stereo unspecified) in the list: 0.2	1.4	6.4	3.7	-0.5	1.3	-3.3	-0.7	2.3
# CS(=O)(=O)N1c2ccccc2[C@@]2(Br)C[C@H]3C(=O)N[C@@H](Cc4ccccc4)C(=O)N3[C@@H]12 in the list: 5.5	9.1	-0.3	1.8	1.5	6.4	-29.2	-2.9	-3.4
# Cc1cccc2c(N=Nc3ccc(S(=O)(=O)Nc4cccc(Cl)c4)cc3[N+](=O)[O-])c(O)[nH]c12 in the list: 28.4*	20.7	-9.5	26.1*	-26.1	-21.8	-2.4	23.1	7.8
# Cc1cc(C)c(CN2CCN(C(=O)Cn3ccc(NC(=O)OCc4ccccc4)nc3=O)CC2)c(C)c1 in the list: 8.1	4.3	nt	0.6	-2.0	-2.6	-14.3	-28.3	-0.6

# Next part:
SMILES,pPAFAH inh,PAFAH1B3 FP inh,EBNA-1 inh,PAFAH1B2 FP inh,LYPLA1 inh,LYPLA2 inh,ZTA counter,PREPL inh,PAFAH2 inh
COC(=O)c1sccc1NC(=S)N1CCC(C)CC1,-4.4,-3.4,-11.4,1.7,-6.2,-3.7,11.5,13.3,-6.5
CC(C)Oc1ccc(N2CC(C(=O)Nc3ccccn3)CC2=O)cc1 (stereo unspecified),2.2,14.2,2.9,-2.5,-0.9,-1.7,-6.1,28.1,-5.5
CCNc1nc(OCCNS(=O)(=O)c2cc(C)ccc2C)nc(N(C)C)n1,3.0,0.2,-5.6,6.4,3.1,4.7,14.3,14.4,-0.3
O=C(COC(=O)c1ccccc1OCc1ccccc1Cl)NC1CC1,0.6,-7.7,-4.1,1.3,-0.9,0.8,3.8,-5.7,8.2
O=C(CO/N=C1\CCCc2nonc21)Nc1ccc(Br)cc1,2.7,4.5,0.5,1.4,-1.0,-0.1,-14.3,-1.9,-2.1
COc1ccc(NC(=O)NC(C)(C(F)(F)F)C(F)(F)F)cc1,0.0,2.9,-0.7,4.7,5.3,8.4,-21.4,8.9,0.9
COc1ccc(-c2[nH]ncc2CN2CCC(N3CCSCC3)CC2)c(F)c1,-4.9,-2.1,-24.1,0.7,-0.7,-1.0,-16.1,22.3,-0.2
O=C(COc1ccc([N+](=O)[O-])cc1)Nc1ccc(C(=O)Nc2ccccc2C(=O)O)cc1,0.8,0.5,5.2,0.3,-3.7,-1.1,0.8,2.0,-4.7
O=C(O)c1ccc2c(=O)n3c(nc2c1)/C(=C/c1ccc(Cl)cc1Cl)CC3,0.8,10.6,-2.9,2.4,-3.3,-2.3,-1.0,-8.1,-4.0
COc1ccc(CC(=O)Nc2nccs2)cc1S(=O)(=O)N1CCOCC1,2.8,5.4,nt,8.4,nt,nt,nt,10.9,-1.9
Cc1cc(C(=O)NNC(=O)[C@H](C)NC(=O)c2ccc(Br)cc2)c(C)o1,21.5,4.0,nt,-7.0,nt,nt,nt,8.5,-5.6
CCOc1ccc(CN2CCNC(=O)C2CC(=O)N(C)CC2CCOCC2)cc1 (stereo unspecified),2.4,16.4,2.4,5.8,1.7,-0.1,13.1,7.7,-1.9

# Some of these compounds in order of their number in EBNA-1 inh, smallest number first.
Molecule,EBNA-1 inh
COC(=O)c1sccc1NC(=S)N1CCC(C)CC1,-11.4
COc1ccc(NC(=O)NC(C)(C(F)(F)F)C(F)(F)F)cc1,-0.7
CC(C)Oc1ccc(N2CC(C(=O)Nc3ccccn3)CC2=O)cc1 (stereo unspecified),2.9

# Assay outcomes deposited in PubChem by The Scripps Research Institute Molecular Screening Center.

# Not all compounds are listed (hit frequency here may not be typical).
